Tau fluor cs – Counterscreen qHTS for Inhibitors of Tau Fibril Formation, Fluorescence Polarization | tau K18 P301L (four-repeat tau fragment) Alexa594 fluorescence, heparin fibrillization | Potency, µM (series often up to 57.7 µM), for inactives: top-dose activity change, negative = decrease | 280,000 compounds, 0.93% hits | AID 1463, 2008; further: potency means the concentration at half of the fitted maximal effect; on the % scale 0 is the no-effect control and ±100 the full control effect; nearly all actives have a fitted effect of over 55% in size
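Human K18 P301L tau (15 uM unlabeled plus 0.24 uM Alexa 594-labeled, final) in 100 mM sodium acetate pH 7 was mixed with compound and 20 uM heparin and incubated 6 hr at 37 C.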
aGal spleen mod – qHTS Assay for Inhibitors and Activators of Human alpha-Galactosidase From Spleen Homogenate. Alpha-galactosidase A (Homo sapiens), P06280. human spleen homogenate, 4MU-alpha-Gal fluorescence, 40 min. Potency, µM (top dose mostly 80 µM), inactives show top-dose activity change, negative = inhibition, usual class: inhibitors. 240,000 compounds, 0.008% hits;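 further: potency means the concentration at half of the fitted maximal effect; 0% = enzyme with vehicle and -100% = no enzyme basal signal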
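Human spleen homogenate (1 ug) as enzyme source, 4-methylumbelliferyl-alpha-D-galactopyranoside 1 mM final, citrate/phosphate pH 5.0 with 0.01% Tween-20. Compounds 40 min at 37C, NaOH/glycine stop; fluorescence Ex 365/Em 440, Hill-fit AC50.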
Epigenetic reg – Quantitative High-Throughput Screen for Regulators of Epigenetic Control. murine LDR cells, GFP reporter derepression, 30 h. Potency, µM (series often up to 53.9 µM), for inactives: at the top dose GFP activation, actives largely listed as activators. 280,000 compounds, 0.2% hits. AID 1865, 2009; further: potency means the concentration at half of the fitted maximal effect; % of control where 0% means no effect; nearly all actives have a fitted effect of over 60% in size
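Reporter derepression read as number of fluorescent GFP-positive objects, 20-120 um in size, counted by laser-scanning cytometer. Mouse LDR line with an epigenetically silenced CMV-GFP locus; compound incubation 30 h, 37 C.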
NPSR antag – qHTS Assay for Antagonists of the Neuropeptide S Receptor: cAMP Signal Transduction | Q6W5P4 | CHO-NPSR cells, cAMP TR-FRET, antagonist mode | Potency, µM (titrated, usually from 38.3 µM), without a hit: at the highest dose activity change, negative = inhibition, usual class: inhibitors | 220,000 compounds, 1% hits; further: potency means the concentration at half of the fitted maximal effect; on the % scale 0 is the no-effect control and ±100 the full control effect; nearly all actives have a fitted effect of over 50% in size; many of its hits are not listed in these tables
Target sequence (Q6W5P4 whole entry, looked up): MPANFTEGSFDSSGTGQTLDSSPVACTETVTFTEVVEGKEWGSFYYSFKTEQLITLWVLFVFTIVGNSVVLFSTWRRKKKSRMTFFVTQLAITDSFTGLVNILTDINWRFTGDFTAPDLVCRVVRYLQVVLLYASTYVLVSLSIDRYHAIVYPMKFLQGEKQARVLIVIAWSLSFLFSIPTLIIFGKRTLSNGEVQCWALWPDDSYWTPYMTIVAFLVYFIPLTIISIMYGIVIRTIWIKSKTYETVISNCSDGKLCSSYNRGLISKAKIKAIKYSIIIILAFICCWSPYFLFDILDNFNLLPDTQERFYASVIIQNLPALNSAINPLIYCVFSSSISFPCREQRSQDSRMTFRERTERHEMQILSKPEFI
TexasRed fluor – Total Fluorescence Counterscreen for Inhibitors of the Interaction of Thyroid Hormone Receptor and Steroid Receptor Coregulator 2. 280,000 compounds, 0.29% hits. TRb/SRC2 Texas Red total fluorescence interference. Potency, µM (top dose mostly 106 µM), for the others: at the top dose fluorescence change, negative = quenching. AID 1479, 2009; active means well fitted curve in either direction with a large enough effect; inconclusive means small, poorly fitted or top-dose-only effect; further: potency means the concentration at half of the fitted maximal effect; on the % scale 0 is the no-effect control and ±100 the full control effect
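Flags fluorescent or light-absorbing compounds by total fluorescence, S + 2P, at 555 nm excitation and 632 nm emission. Mixture: 20 nM Texas Red SRC2 peptide, 0.6 uM human TRb LBD, 1 uM T3, 5% DMSO; compound exposure 5 h at ambient temperature.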
Tau FP inhib – qHTS for Inhibitors of Tau Fibril Formation, Fluorescence Polarization | Microtubule-associated protein tau (Homo sapiens), P10636 | K18 P301L tau heparin fibrillization, Alexa594 FP, 6 h | Potency, µM (doses to about 57.7 µM), without a hit: at the highest dose activity, negative = inhibition, most hits filed as inhibitors | 280,000 compounds, 0.39% hits | AID 1468, 2008; further: potency means the concentration at half of the fitted maximal effect; on the % scale 0 is the no-effect control and ±100 the full control effect; nearly all actives have a fitted effect of over 55% in size
Target sequence (P10636 561-689 P618L limits assumed): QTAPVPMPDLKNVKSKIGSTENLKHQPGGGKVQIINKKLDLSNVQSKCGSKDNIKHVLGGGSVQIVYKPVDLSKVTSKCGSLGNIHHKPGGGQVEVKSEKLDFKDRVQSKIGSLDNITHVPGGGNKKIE
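Human tau K18 […] P301L fragment, 15 uM unlabeled plus 0.24 uM Alexa 594-labeled tau (final), with compound and 20 uM heparin in 100 mM sodium acetate pH 7; 6 hr at 37 C, then Alexa 594 FP read.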
TRb-SRC2 inh – qHTS for Inhibitors of the Interaction of Thyroid Hormone Receptor and Steroid Receptor Coregulator 2; 280,000 compounds, 0.065% hits; Potency, µM (highest dose often 106 µM), for the others: at the top dose activity change, negative = inhibition, usual class: inhibitors; Thyroid hormone receptor beta (Homo sapiens), P10828; AID 1469, 2008; TRbeta-SRC2 peptide binding, fluorescence polarization; receptor liganded with 1 µM T3;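 further: potency means the concentration at half of the fitted maximal effect; plate controls were bound peptide for no effect and peptide without receptor for full effect; nearly all actives have a fitted effect of over 50% in size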
Target sequence (P10828 whole entry, looked up): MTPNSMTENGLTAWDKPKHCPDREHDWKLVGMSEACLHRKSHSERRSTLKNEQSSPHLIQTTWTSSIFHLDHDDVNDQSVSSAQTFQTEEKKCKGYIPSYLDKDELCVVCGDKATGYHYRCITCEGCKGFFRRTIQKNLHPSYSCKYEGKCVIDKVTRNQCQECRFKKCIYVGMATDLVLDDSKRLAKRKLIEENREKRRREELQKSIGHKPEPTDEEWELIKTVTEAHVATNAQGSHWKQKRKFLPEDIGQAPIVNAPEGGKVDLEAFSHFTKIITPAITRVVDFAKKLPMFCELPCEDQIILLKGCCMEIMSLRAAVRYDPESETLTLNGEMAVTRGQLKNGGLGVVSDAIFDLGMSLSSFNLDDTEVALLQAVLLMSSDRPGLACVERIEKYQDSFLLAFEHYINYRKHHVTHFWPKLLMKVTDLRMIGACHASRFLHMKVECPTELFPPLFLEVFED
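Decrease in fluorescence polarization of 20 nM Texas Red SRC2 coactivator peptide flagged inhibition of its binding to 0.6 uM TRb LBD; 1 uM T3 included, incubation 5 hr, ex 555/em 632 nm.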
CBFb-RUNX1 inh – qHTS Assay for Compounds Blocking the Interaction Between CBF-beta and RUNX1 for the Treatment of Acute Myeloid Leukemia. AlphaScreen CBFb-His/RUNX1-biotin binding, biochemical. Potency, µM (titrated, usually from 59.8 µM), inactives show top-dose activity, negative = inhibition, most hits filed as inhibitors. 230,000 tested, under 10 active. AID 1477, 2009; further: % of control where 0% means no effect
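Inhibition was taken as any reduction in AlphaScreen signal from the CBF-beta–RUNX1 pair (His and biotin tags, 30 nM each), measured after compound (15 min) and bead (90 min) incubations at room temperature.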
* = called active by the depositor; ? = inconclusive; . = no result given; [ ] = dose if it differs, or a comment. Unless noted, the call rests on the fitted dose curve; in most records, active means well fitted curve in the direction sought with a large enough effect; inconclusive means small, poorly fitted or top-dose-only effect, or another doubt; inactive means no such curve, though single readings can be large; an effect the other way counts as inactive or inconclusive. Not all compounds are listed; count on the stated rates, not on these rows.

SMILES	Tau fluor cs	aGal spleen mod	Epigenetic reg	NPSR antag	TexasRed fluor	Tau FP inhib	TRb-SRC2 inh	CBFb-RUNX1 inh
CC1(C)C(C(Cl)Cl)C2(Cl)C(Cl)C(Cl)C1(Cl)C2(Cl)Cl (configuration not stated)	-17%	18%	0.8%	.	1%	-11%	2%	.
COc1ccc(C(=O)O)cc1OC	-4%	16%	2.2%	.	1%	1%	-1%	22%
COc1cc(/C=C(/C)[N+](=O)[O-])ccc1OCc1ccccc1Cl	-7%	-4%	-3.2%	?	-2%	-3%	-8%	-10%
CSc1ncc(C(=O)Nc2ccc(Cl)cc2C(=O)c2ccccc2)c(C)n1	-25%	.	-0.4%	.	-1%	1%	5%	.
CC(=O)Oc1ccc(/C=C/c2cc(OC(C)=O)cc(OC(C)=O)c2)cc1	-24%	-3%	-0.8%	.	-4%	-11%	-4%	.
CCSc1nnc([C@@H](N)Cc2ccccc2)o1	-2%	-3%	0.0%	2%[46.1 µM]	-1%	7%	-10%	5%
CC1CCCN(C(=O)CCl)C1 (configuration not stated)	5%	-1%	0.0%	7%	0%	0%	.	6%
CC(C)(C)c1ccc(S(=O)(=O)Nc2ccc(O)c(Sc3nc4ccccc4s3)c2)cc1	8.9µM*[quencher]	.	-0.9%	.	-2%	?	3%	.
O=C(O)CF	-5%	2%	-2.3%	.	1%	-4%	-4%	.
C[C@]1(O)CC[C@H]2[C@@H]3CCC4=CC(=O)CC[C@]4(C)[C@@]3(F)[C@@H](O)C[C@@]21C	.	12%	.	.	-1%	.	0%	25%[21.7 µM]
O=C(NC1CN2CCC1CC2)c1ccc(-c2ccc([N+](=O)[O-])cc2)o1 (configuration not stated)	-2%	15%	-3.2%	-13%	-1%	0%	-6%	-26%
CCOC(=O)/C(CCCN(CC)CC)=N\O	-6%	3%	-1.0%	-2%[46.1 µM]	-1%	-1%	-3%	-2%
CC(C)C1(C)N=C(c2ncccc2C(=O)O)NC1=O (configuration not stated)	-12%	-6%	-4.5%	-10%[46.1 µM]	-5%[201 µM]	-7%	-1%[201 µM]	?
Nc1ccccc1Cl	.	1%	.	.	-1%	.	8%	16%[21.7 µM]
COC(=O)CC(=O)c1ccc2c(c1)OCO2	.	-9%	.	.	-1%	.	-7%	12%
O=[N+]([O-])c1cc(C(F)(F)F)cc([N+](=O)[O-])c1Cl	.	-9%	.	.	-11%	.	-4%	17%[21.7 µM]
C[C@@H]1Cc2c(Cl)cc(C(=O)N[C@@H](Cc3ccccc3)C(=O)O)c(O)c2C(=O)O1	-3%	?	1.6%	.	-4%[201 µM]	-9%	1%[201 µM]	-4%
CN(c1ccc(OCC(=O)N2CCN(C/C=C/c3ccccc3)CC2)cc1)S(=O)(=O)c1cccs1	3%	5%	0.2%	36%	-2%	13%	-16%	0%
COc1ccc(N2C(=O)/C(=C/C=C/c3ccccc3[N+](=O)[O-])C(=O)NC2=S)cc1	?	3%	1.2%	10µM*	-7%	?	5%	-20%
CCOC(C(=O)OCCCN(CC)CC)(c1ccccc1)c1ccccc1	-5%	-13%	-1.2%	6%[46.1 µM]	-6%	-5%	-3%	9%
CN1CCN(c2ccccc2N)CC1	-9%	3%	0.0%	-17%[46.1 µM]	15%	0%	-22%	5%
Oc1ccc2c3c1O[C@H]1c4[nH]c5ccccc5c4C[C@]4(O)[C@H](C2)N(CC2CC2)CC[C@@]314	-16%	-19%	-0.2%	.	-1%	-7%	-7%	1%[21.7 µM]
O=C1NC(=O)N(c2ccccc2)C(=O)/C1=C/c1ccc([N+](=O)[O-])s1	-7%	-2%	?	?	45µM*[fluorescent]	?	.	-20%
COC(=O)c1cc(Oc2ccc(Cl)cc2Cl)ccc1[N+](=O)[O-]	.	-3%	.	.	2%	.	1%	-19%
CCCCn1c(O)c(C=NCCN2CCCCC2)c(=O)[nH]c1=O	3%	-14%	0.0%	-10%[46.1 µM]	2%	0%	5%	-1%
Cc1ccc(NC(=O)Cn2c(=O)oc3cc(S(=O)(=O)N4CCCCCC4)ccc32)cc1Cl	-10%	.	0.8%	.	-3%	?	-3%	.
Cc1cc(C)n(-c2ccc(NN=C(C#N)C#N)cc2)n1	?	-12%	1.5%	?	-5%	8%	0%	?
N#CCCn1cc(C(=O)Nc2ccccc2Br)c(-c2ccc([N+](=O)[O-])cc2)n1	-16%	4%	-1.1%	-3%	-26%	?	-1%	-7%
O=P(O)(O)Cc1c(Cl)cccc1Cl	11%	5%	-4.3%	15%	-2%	5%	-4%	23%
COC(=O)N(c1ccccc1)P1(=S)OCCO1	-1%	3%	-1.9%	?	1%	?	-13%	-4%
CCCCN1C(=O)/C(=C/c2ccc(N(C)C)cc2)C(=O)N(Cc2ccco2)C1=O	-11%	-2%	-2.3%	?	40µM*[fluorescent]	-12%	.	-24%
Cc1cc(NC(=O)c2cccn(Cc3ccccc3)c2=O)no1	-13%	.	2.7%	.	-2%	-11%	-6%	.
C=CC1CN2CCC1CC2C(OC(=O)OCC)c1ccnc2ccc(OC)cc12 (configuration not stated)	-1%	18%	0.0%	.	-3%	-2%	9%	10%
CN1CCN(c2cn[nH]c(=O)c2Cl)CC1	-4%	7%	0.0%	-16%	-1%	10%	2%	3%
COc1ccc(NC(c2ccccc2)P(=O)(Oc2ccccc2)Oc2ccccc2)cc1 (configuration not stated)	-15%	-3%	0.0%	-35%	1%	14%	2%	0%
c1ccc(NNc2ccccc2)cc1	.	-5%	.	.	-6%[201 µM]	.	1%[201 µM]	14%[21.7 µM]
Cc1cc(C)cc(-n2c(C)cc(/C=C3\C(=O)NC(=O)N(C)C3=O)c2C)c1	0%	4%	-1.3%	-5%	1%[53 µM]	7%	-1%[53 µM]	7%
CCOC(=O)C1=Nc2ccccc2/C1=C\c1c(O)n(C)c(=O)n(C)c1=O	-13%	-14%	4.4%	-7%	0%	1%	-7%	-10%
Cc1ccsc1C(=O)C1CCCN(Cc2cccc(OCCO)c2)C1 (configuration not stated)	2%	0%	3.0%	13%	-3%[53 µM]	1%	9%[53 µM]	5%
CC(=NCc1ccco1)c1c(O)n(C)c(=O)n(C)c1=O	-16%	2%	-0.7%	-13%[46.1 µM]	0%	-7%	-22%	16%

2 compounds picked at random from the list so far, as already listed:
SMILES	Tau fluor cs	aGal spleen mod	Epigenetic reg	NPSR antag	TexasRed fluor	Tau FP inhib	TRb-SRC2 inh	CBFb-RUNX1 inh
Cc1ccsc1C(=O)C1CCCN(Cc2cccc(OCCO)c2)C1 (configuration not stated)	2%	0%	3.0%	13%	-3%[53 µM]	1%	9%[53 µM]	5%
c1ccc(NNc2ccccc2)cc1	.	-5%	.	.	-6%[201 µM]	.	1%[201 µM]	14%[21.7 µM]

Continued:
SMILES	Tau fluor cs	aGal spleen mod	Epigenetic reg	NPSR antag	TexasRed fluor	Tau FP inhib	TRb-SRC2 inh	CBFb-RUNX1 inh
Cc1cc(/C=C2\C(=O)NC(=O)N(c3ccc(F)cc3)C2=O)c(C)n1-c1cccc(C(=O)O)c1	-20%	3%	0.0%	-12%	-1%	-13%	-2%	-3%
O=C(Cn1cc(C(=O)c2ccccc2)c2ccccc21)NCc1ccco1	-8%	-4%	5.1%	-16%[46.1 µM]	3%	-7%	-12%	-22%
O=P(c1ccccc1)(c1nc2ccccc2s1)N1CCOCC1 (configuration not stated)	-7%	5%	-2.3%	-6%[46.1 µM]	-1%	-2%	0%	1%
O=C1NC(=S)NC(=O)C1=Cc1ccc2c(c1)CCN2CCCCl	?	1%	-1.7%	-26%	-4%	-11%	2%	?
O=C(Cc1cccs1)N1CCC2(CC1)OCCO2	-4%	11%	-0.7%	8%[46.1 µM]	-2%	1%	4%	7%
COc1ccc(C2CC(c3cccs3)=NN2c2nc(C)c(C(C)=O)s2)cc1OC (configuration not stated)	-18%	3%	3.2%	-35%	6%	7%	15%	?
COP(=O)(OC)C1(O)C(=O)Nc2ccc(Br)cc21 (configuration not stated)	-9%	0%	-3.2%	2%	0%	-5%	-5%	6%
CCN1CCN(C(=O)Cc2coc3cc(C)cc(C)c23)CC1	-2%	-3%	-2.2%	-15%[46.1 µM]	3%	7%	-3%	3%
Cc1ncoc1C(=O)NCCC(c1ccccc1)c1ccccc1	-9%	1%	-2.1%	-8%	-1%	?	-10%	11%
CN1CCC2(CC1)N=C(c1ccc(F)cc1)C(=S)N2	-6%	7%	3.8%	-7%	-3%	-6%	-8%	6%
Cc1cccc(N2C(=O)/C(=C/c3ccc(N4CCN(C)CC4)o3)C(=O)NC2=S)c1C	0%	-7%	-3.6%	-21%	-1%	-3%	-6%	?
COc1ccc(C2CN(C)CC2C(=O)c2ccc(C)cc2)cc1Cl (configuration not stated)	-2%	3%	-0.3%	-24%	-1%	-3%	-1%	-9%
Clc1ccccc1Nc1ncnc(-n2cccc2)n1	-7%	-3%	2.7%	-20%[46.1 µM]	-1%	-5%	-3%	2%
O=C(Nc1ccc(Br)cc1)c1nn(C23CC4CC(CC(C4)C2)C3)cc1Br	-3%	0%	-1.1%	0%[46.1 µM]	-2%	4%	-8%	0%
N#Cc1c(Cl)c(Cl)c(Cl)c(C#N)c1Cl	?	4%	2.7%	.	-7%[201 µM]	?	6%[201 µM]	-1%
O=C(c1ccc(-c2ccccc2)c(F)c1)C1CCCN(CCO)C1 (configuration not stated)	-9%	-16%	9.7%	6%	1%[53 µM]	-1%	-1%[53 µM]	-3%
CC(C)Oc1ccc(Cc2c(O)[nH]c(=O)[nH]c2=O)cc1	-9%	3%	-4.9%	-8%[46.1 µM]	-1%	?	-7%	-7%

Screens: PubChem BioAssay, National Center for Advancing Translational Sciences (NCATS)
